Bioassay records: PubChem, several laboratories
CSN inh: CSN deneddylation inhibition. inhibition, % at 12.5 µM. Purified CSN, SCF-Nedd8-OG deneddylation, fluorescence polarization. Q92905. 0.38% of 360,000 active;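 active means pattern-corrected inhibition above about 35%, with an unprinted fluorescence ratio check between 0.5 and 1.5, limit read from the data, passing the limit was not always enough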;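 further: 0% = enzyme with substrate and 100% = substrate without enzyme; some results filed as inactive read as strong as hits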
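Test system: Human Csn5 produced in HEK293T cells | Compound: 12.5 µM single point | Times: 90 min, room temperature | Signal: Fluorescence polarization readout | Read-out basis: % inhibition of substrate cleavage by Csn5 | Controls: no-enzyme wells high, enzyme-with-substrate wells low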
Rpn11 inh: Rpn11 (human) deubiquitinase inhibition; human 26S proteasome, Ub4-pepOG fluorescence polarization; 20S core pre-blocked with epoxomicin; calls only at 20 µM; 0.59% of 360,000 active; O00487; AID 588493;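 active means inhibition at 20 µM, scaled to each plate's controls, above about 33%, limit read from the data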
Target sequence (O00487 whole entry, looked up): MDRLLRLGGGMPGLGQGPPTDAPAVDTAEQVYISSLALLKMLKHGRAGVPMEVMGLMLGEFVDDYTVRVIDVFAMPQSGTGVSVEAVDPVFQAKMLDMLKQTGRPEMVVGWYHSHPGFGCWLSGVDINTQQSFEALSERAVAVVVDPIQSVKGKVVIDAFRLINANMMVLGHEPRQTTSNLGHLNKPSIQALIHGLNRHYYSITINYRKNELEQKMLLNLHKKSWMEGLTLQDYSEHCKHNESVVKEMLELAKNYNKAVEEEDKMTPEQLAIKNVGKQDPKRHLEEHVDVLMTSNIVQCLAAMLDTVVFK
PABP1 MLLE inh: inhibitors of microRNA-mediated deadenylation, human PABP1 MLLE binding; GST-MLLE / FITC-PAM2 fluorescence polarization; inhibition, % at 20 µM; 0.36% of 360,000 active; in the data active means inhibition above about 35%, passing the limit was not always enough;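 further: plate controls were DMSO wells with GST-MLLE for no effect and wells lacking GST-MLLE protein for full effect; some results filed as inactive read as strong as hits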
FAS-TE inh: blocks the thioesterase domain of human fatty acid synthase. recombinant FAS-TE, OMFH fluorogenic substrate, fluorescence endpoint. P49327. AID 602261. inhibition, % at 15 µM. 0.67% of 360,000 active;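 active means compounds whose normalised, plate-corrected inhibition of enzyme fluorescence in the single-dose primary screen is 50% or more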;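 further: 0% = DMSO with enzyme and 100% = substrate without enzyme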
MT1-MMP act inh: blocks activation of human MT1-MMP; P50281; HT1080 RFP-PRO-GFP cells, GFP/RFP ratio fluorescence, overnight; percent of plate control window, DMSO zero; GFP/RFP ratio change, % at 20 µM; 0.061% of 360,000 active; AID 651647;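 active means GFP/RFP ratio change of at least 30% with cell ATP level not reduced by more than half and red fluorescence within 50% of control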; further: strong numbers were not always called active
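Assay system: HT1080 cells carrying an RFP-PRO-GFP reporter | Dosing: Single dose of 20 µM compound, 1% DMSO final | Incubation: Cells overnight before dosing, compound overnight, 37 °C, 5% CO2 | Evaluation: GFP/RFP fluorescence ratio | Control set: DMSO and RFP-L50D-GFP cell wells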
Neddylation inh: cullin neddylation inhibition | P61081+Q13564 | TR-FRET cullin neddylation, biochemical | calls only at 25 µM | 0.58% of 360,000 active | AID 651699; in the data active means inhibition above about 36%
Target sequence (P61081 whole entry, looked up): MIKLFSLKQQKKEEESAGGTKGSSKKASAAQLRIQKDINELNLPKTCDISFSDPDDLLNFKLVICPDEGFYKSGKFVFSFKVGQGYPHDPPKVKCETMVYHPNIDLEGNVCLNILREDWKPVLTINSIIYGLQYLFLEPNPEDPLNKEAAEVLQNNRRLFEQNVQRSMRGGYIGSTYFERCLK
Target sequence (Q13564 whole entry, looked up): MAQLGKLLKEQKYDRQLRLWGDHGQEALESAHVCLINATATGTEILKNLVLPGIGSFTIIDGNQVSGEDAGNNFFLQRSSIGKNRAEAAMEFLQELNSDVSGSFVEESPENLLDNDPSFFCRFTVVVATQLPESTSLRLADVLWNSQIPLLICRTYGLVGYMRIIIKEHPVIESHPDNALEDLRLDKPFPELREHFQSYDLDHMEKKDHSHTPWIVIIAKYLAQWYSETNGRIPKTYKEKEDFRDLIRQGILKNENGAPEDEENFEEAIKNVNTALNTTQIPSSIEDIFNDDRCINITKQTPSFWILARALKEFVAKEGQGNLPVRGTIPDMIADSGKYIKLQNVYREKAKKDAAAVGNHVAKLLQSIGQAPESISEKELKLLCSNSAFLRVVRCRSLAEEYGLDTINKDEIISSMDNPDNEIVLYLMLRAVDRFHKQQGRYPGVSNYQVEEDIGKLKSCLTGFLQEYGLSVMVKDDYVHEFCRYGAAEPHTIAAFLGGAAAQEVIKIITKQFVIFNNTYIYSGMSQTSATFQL
NadD inh: inhibitors of Staphylococcus aureus NadD; purified NadD enzyme, colorimetric absorbance read-out; inhibition, % at 20 µM; 0.78% of 360,000 active; AID 602399; in the data active means inhibition above about 26%; further: some compounds past the cut are filed as inactive
SKN-1 block: inhibitors of C. elegans SKN-1; C. elegans VP596 Pgst-4::GFP/RFP ratio, acrylamide-induced, 24 h; inhibition, % at 21.8 µM; 0.49% of 360,000 active;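 active means interference check ratio from 0.5 to 1.5 plus GFP to RFP signal ratio inhibition reaching or exceeding a fixed threshold, cut at about 30% in these data, passing the limit was not always enough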; further: some compounds called inactive have numbers as strong as hits
Rin1-Abl PPI inh: blocks binding of human Rin1 to Abl; TR-FRET Rin1/Abl binding, biochemical; 0.4% of 360,000 active; P00519+Q13671; inhibition, % at 7.35 µM; in the data active means inhibition above about 5%, passing the limit was not always enough
Starred values were filed as active, the others as inactive; i = inactive; · = no result given; + = active, no number.

SMILES	CSN inh	Rpn11 inh	PABP1 MLLE inh	FAS-TE inh	MT1-MMP act inh	Neddylation inh	NadD inh	SKN-1 block	Rin1-Abl PPI inh
COc1ccc(NC(=O)CN(C)C(=O)Cc2ccc3c(c2)CCC3)cc1	-5	i	-33	-2	0	i	-1	1	-2
COC(=O)c1cccc(CC2(C)C(=O)Nc3ccc(OC(F)(F)F)cc32)c1 (stereo not drawn)	1	i	2	10	4	i	-11	37*	-2
CCCc1cc(=O)[nH]c(SCC(=O)N(C)CC(=O)Nc2ccc(F)cc2)n1	-3	i	14	-9	-1	i	4	-11	3
Cc1cc2c(cc1C)C(=O)C(Br)=C(N)C2=O	8	i	14	1	8	i	0	25	-11
CS(=O)(=O)c1ccc(Cl)c(NC(=O)COC(=O)c2c(Cl)cccc2Cl)c1	-4	i	-10	6	1	i	-10	6	-4
COc1cccc(CNc2nc(C(F)(F)F)nc3ccccc23)c1	-5	i	-1	22	-2	i	-3	-12	-2
Cn1c(CNC(=O)c2ccccc2F)cc2ccccc21	-5	i	9	0	-1	i	1	17	0
CC(=O)Nc1ccc(S(=O)(=O)NC(=O)C23CC4CC(CC(C4)C2)C3)cc1	4	i	-3	-5	0	i	10	-9	-2
O=C(Nc1cc(Sc2ccccn2)cc([N+](=O)[O-])c1)c1ccc(Cl)cc1	3	i	-4	44	-9	i	16	27	0
COc1ccc(Nc2nc(N3CCCC3)nc3ccccc23)c(OC)c1	4	i	3	1	0	i	-2	6	-12
COc1cccc(-c2csc(N3CCN(C(=S)NCC(C)C)CC3)n2)c1	1	i	-31	24	2	i	-3	-8	0
COc1ccc(N2C(=O)CC(N3CCN(c4ccc(C(=O)c5cccnc5)cc4)CC3)C2=O)cc1 (stereo not drawn)	-3	i	6	-6	1	i	1	-6	-2
CCCCOc1ccc(N=Nc2ccc(N)nc2N)cn1	-1	i	-12	10	12	i	0	19	1
COc1cc2c(cc1OC)CN(C(=O)CCc1c[nH]c3ccccc13)[C@H](C(=O)O)C2	-4	i	5	-5	4	i	-1	16	2
CC(c1ccccc1)N(NC(=O)C(O)(c1ccccc1)c1ccccc1)C(=O)c1ccccc1 (stereo not drawn)	-2	i	11	-10	1	i	-5	4	1
O=C(NCCCn1ccnc1)/C(=C\c1cccnc1)NC(=O)c1ccccc1F	1	i	1	-5	0	i	-10	14	-1
O=C(C1CC1)N1CCC(C(O)(c2ccccc2)c2ccccc2)CC1	-4	i	2	-4	5	i	1	-9	-1
CC(=O)Nc1cc(-c2cccc(C(=O)NCCO)c2)cn2c(-c3ccc(F)c(Cl)c3)cnc12	3	i	-3	2	-2	i	-8	1	4
N#C/C(=C\c1c(N2CCN(c3ccccc3)CC2)nc2ccccn2c1=O)S(=O)(=O)c1ccccc1	1	i	-8	71*	0	i	27	10	0
COc1ccc([C@@H]2[C@@H]3C(=O)N(C(C)(C)C)C(=O)[C@@H]3[C@]3(Cc4ccccc4)C(=O)N(c4ccc(C(F)(F)F)cc4)C(=O)N23)cc1	-3	i	7	40	-1	i	7	7	1
CCOc1cc(N2CCOCC2)c(OCC)cc1NC(=O)c1ccc(F)c(S(=O)(=O)N2CCOCC2)c1	0	i	-15	1	-4	i	12	6	3
O=C(NCC1CC1(Cl)Cl)Nc1ccc(Cl)c(Cl)c1 (stereo not drawn)	5	i	-8	34	-2	i	-9	56*	-2
N#C/C(=N\Nc1ccc([N+](=O)[O-])cc1)C(=N)N1CCOCC1	0	i	11	-5	-4	i	0	1	-7
N#Cc1ccc(CSc2nnc(Cc3cccs3)n2Cc2ccco2)cc1	11	i	-31	-2	-13	i	11	-15	1
COc1ccccc1C(=O)COC(=O)CNC(=O)c1ccc(Br)o1	-8	i	5	-2	-1	i	-2	5	0

Some of the entries so far, with two lines to a compound.
The line under a structure holds: CSN inh	Rpn11 inh	PABP1 MLLE inh	FAS-TE inh	MT1-MMP act inh	Neddylation inh	NadD inh	SKN-1 block	Rin1-Abl PPI inh
- CCCCOc1ccc(N=Nc2ccc(N)nc2N)cn1
→ -1	i	-12	10	12	i	0	19	1
- Cn1c(CNC(=O)c2ccccc2F)cc2ccccc21
→ -5	i	9	0	-1	i	1	17	0
- COc1cccc(-c2csc(N3CCN(C(=S)NCC(C)C)CC3)n2)c1
→ 1	i	-31	24	2	i	-3	-8	0
- O=C(NCCCn1ccnc1)/C(=C\c1cccnc1)NC(=O)c1ccccc1F
→ 1	i	1	-5	0	i	-10	14	-1
- N#C/C(=C\c1c(N2CCN(c3ccccc3)CC2)nc2ccccn2c1=O)S(=O)(=O)c1ccccc1
→ 1	i	-8	71*	0	i	27	10	0
- COc1ccc(NC(=O)CN(C)C(=O)Cc2ccc3c(c2)CCC3)cc1
→ -5	i	-33	-2	0	i	-1	1	-2
- O=C(Nc1cc(Sc2ccccn2)cc([N+](=O)[O-])c1)c1ccc(Cl)cc1
→ 3	i	-4	44	-9	i	16	27	0

Following part:
SMILES	CSN inh	Rpn11 inh	PABP1 MLLE inh	FAS-TE inh	MT1-MMP act inh	Neddylation inh	NadD inh	SKN-1 block	Rin1-Abl PPI inh
COc1cc(Nc2nc3ccccc3nc2NS(=O)(=O)c2ccc([N+](=O)[O-])cc2)cc(OC)c1OC	-3	i	4	35	2	i	4	-4	-1
Cc1ccc(NC(=O)COCC(=O)Nc2ccc(F)cc2)cc1	2	i	-8	2	7	i	3	14	2
CCOCCCNCc1cn(-c2ccc(F)cc2F)nc1-c1ccccc1C	0	i	4	-2	-1	i	-9	9	2
CCOC(=O)C1=C(c2ccc(O)cc2)NC(=O)NC1C (stereo not drawn)	-1	i	-1	-6	0	i	-1	7	-3
COC(=O)[C@]12CCCCC=C1N(Cc1ccco1)C(=O)[C@H](CC(=O)NCc1cccs1)C2	0	·	·	-3	2	i	8	12	·
CCC(=O)N1CCc2cc(OC)c(OC)cc2C1COc1ccccc1OC (stereo not drawn)	2	i	5	-5	2	i	3	-11	0
Cc1ccc(Cl)cc1NC(=O)C[n+]1ccc(Cc2ccc([N+](=O)[O-])cc2)cc1	3	i	13	4	-2	i	3	5	2
Cc1oc(-c2ccccc2F)nc1CSCC(=O)NCc1ccc2c(c1)OCO2	1	i	30	-1	4	i	9	-4	3
O=C(COc1ccccc1[N+](=O)[O-])Nc1ccc(Br)cc1	-1	i	-12	5	-4	i	-3	10	0
COc1cccc(SCC2(O)CCN(C(=O)c3ccc(Cl)cc3)CC2)c1	-1	i	-8	1	1	i	-1	-10	4
CC/C(Cc1ccccc1)=N\NC(=O)c1cc([N+](=O)[O-])cc([N+](=O)[O-])c1	6	i	11	29	6	i	-1	4	1
CN1CCN(C(=O)/C(=C/c2ccc(F)cc2)NC(=O)c2ccccc2)CC1	6	i	-6	-4	0	i	-15	3	0
Cc1c(-n2cc(C(=O)c3cc(Cl)ccc3O)cc(C#N)c2=O)c(=O)n(-c2ccccc2)n1C	12	i	-27	-10	-26	i	-1	10	4
CCN(CC)S(=O)(=O)c1cc(NC(=O)C(CC(C)C)NC(N)=O)ccc1C (stereo not drawn)	-2	i	4	2	-3	i	-6	-1	-3
NC(=O)C1CCN(C(=O)c2ccc3ncsc3c2)CC1	1	i	1	-5	-2	i	-4	1	3
O=C(Nc1nnc(-c2ccccc2)o1)c1ccc(Cl)cc1	2	i	2	-4	5	i	0	-19	3
NC(=O)CCN1CCCCC1	3	i	9	-7	-4	i	0	-2	2
N/C(CCN1CCCCC1)=N/O	-1	i	-9	-4	-5	i	-1	-5	-3
O=C(OCCC12CC3CC(CC(C3)C1)C2)c1ccc(NCc2cc(O)ccc2O)cc1	1	i	-13	32	-49	i	17	20	4
COC(=O)c1cc(Br)c(=O)n(-c2cc(C)on2)c1	6	i	-15	-2	-11	i	-7	5	-7
Cn1c(SCc2ccc(C#N)cc2)nnc1-c1ccccc1	4	i	1	-7	0	i	6	6	-1
CCN1/C(=C\C=C2\C(=O)N(c3ccccc3)C(=S)N2C)Sc2ccccc21	3	+	-11	3	39*	i	6	64	2
COC(C(=O)NCc1ccccc1C)c1ccccc1 (stereo not drawn)	-6	i	12	-8	5	i	0	-9	1
CN(C)CCCOc1ccc(-c2ccc3nncn3c2)cn1	-8	i	-1	-10	1	i	1	14	5
C#CCN(C[C@H]1[C@H](OC(=O)NCc2ccccc2F)[C@H](OC(=O)NCc2ccccc2F)C[C@@H](C(=O)OC)[C@H]1C(=O)OC)S(=O)(=O)c1ccc(C)cc1	0	i	1	20	0	i	-5	-10	-2
More results follow.
SMILES	CSN inh	Rpn11 inh	PABP1 MLLE inh	FAS-TE inh	MT1-MMP act inh	Neddylation inh	NadD inh	SKN-1 block	Rin1-Abl PPI inh
CC(=O)c1cc(C#N)c(N2CC(C)OC(C)C2)nc1C (stereo not drawn)	-8	i	11	-4	0	i	1	-8	3
CCC1=NC(c2ccccc2OC)N(O)C1(C)C (stereo not drawn)	3	i	4	-11	3	i	2	6	0
Cc1ccc(NC(=O)C(C)NS(=O)(=O)c2ccc(F)cc2)cc1C (stereo not drawn)	0	i	-8	-5	0	i	3	-7	1
COc1ccc(C(=O)Nc2cc(OCc3ccccc3)c(Cl)cc2Cl)cc1	5	i	-13	13	2	i	-2	11	1
CC(=O)NC(C(=O)c1ccccc1)N1CCCCC1 (stereo not drawn)	3	i	-20	-8	-5	i	-8	10	-1
CCn1c(SCC(=O)Nc2nc(C)c(C)s2)nnc1-c1cccs1	2	i	3	-2	-1	i	0	2	3
COC(=O)CCC(=O)OC1(C)C(=O)C2=CN(CC3CC3)C(c3ccc(OC)cc3)=CC2=C(Br)C1=O (stereo not drawn)	-1	i	-11	0	30*	i	12	24	1
COc1cc(C=C2C(=O)c3ccccc3C2=O)cc(OC)c1	0	i	23	-1	-45	i	-4	-6	-3
CCC1=Nc2ccc(Br)cc2C(c2ccccc2)N1CC(=O)OC (stereo not drawn)	4	i	-7	2	-1	i	-6	-16	-2
COc1ccc(/C=C2\CCC/C(=C\C=N\N(C)C)C2=O)cc1	29	·	-97	7	1	i	5	13	-6
OC[C@H]1OC(O)C[C@@H](O)[C@@H]1O (stereo partly drawn)	-4	i	-5	-5	2	i	-4	-10	-3
CC(C)OC(=O)NS(=O)(=O)c1cccc([N+](=O)[O-])c1	-5	i	0	-8	2	i	-1	1	-1
COc1cccc(CN(C)C(=O)CCN=C2NS(=O)(=O)c3ccccc32)c1OC	1	i	4	-3	0	i	-2	-5	3
CCOC(=O)c1cnc2nc(C(F)(F)F)[nH]n2c1=O	-5	i	8	-9	4	i	-1	-6	-1
CC(=O)Nc1ccccc1C(=O)N1CC2(C)CC1CC(C)(C)C2 (stereo not drawn)	2	i	-4	-4	1	i	3	4	2
O=C(CS(=O)Cc1ccccc1Cl)Nc1ccccc1Cl (stereo not drawn)	-4	i	-15	-5	-2	i	-2	9	2
CCOc1ccc(/C=C/C(=O)N(CC)CC(=O)Nc2ccc3c(c2)OCCO3)cc1OCC	-1	i	2	2	-3	i	-6	14	-1
Cc1ccsc1C(=O)NCCc1nnc2ccccn12	-6	i	10	-8	-1	i	1	-3	0
Cn1nccc1C(=O)N1CCN(c2ccc(F)cc2)CC1	0	i	17	-3	5	i	3	2	7
Cc1cc(C)c(O)c(C2(O)C(=O)c3ccccc3C2=O)c1	-1	i	-13	-4	3	i	-4	-11	2
COC(=O)c1cc(-c2ccc(OC)cc2F)nc2nc(SC)[nH]c(=O)c12	-3	i	-5	-1	5	·	3	5	0
CCOC(=O)c1cc(C(=O)Nc2sc3c(c2C#N)CCCC3)nn1C	-3	i	26	-6	-1	i	2	-25	0

Random draw from the library; overall some 3.9% were active at least once.
